MRP reversal = reversal of MRP1-mediated doxorubicin resistance, primary screen, H69AR cells, doxorubicin co-treatment; H69AR cells + 2 uM doxorubicin, CellTiter-Glo, 72 h; differential viability (reversal), % at 10 µM; 85,000 tested, 0.04% active; AID 602, 2007;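 active = viability drop by adding the cancer drug above about 55%, with treated viability meeting a 40% cutoff, limit read from the data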;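 note: viability without doxorubicin minus viability with 2 µM doxorubicin for each compound; larger differential means the compound sensitizes cells more to doxorubicin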
NFkB transloc inh = inhibitors of IL-1B driven NFkB p65 nuclear import, primary screen, imaging, HUVEC, IL-1B stimulus, high-content imaging; HUVEC IL-1B NFkB p65 nuclear translocation imaging; inhibition, % at 2 µM; 94,000 tested, 0.43% active; AID 796, 2007;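 active = inhibition above about 30% together with a positive call from visual inspection of the well image, limit read from the data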;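 note: nuclear over cytoplasmic p65 intensity ratio measured by imaging; 0% = IL-1B stimulated DMSO wells and 100% = unstimulated DMSO wells; values of inactives mirror those of a sister screen read the other way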
PLAP inhibitors HTS = PLAP enzyme inhibitors, biochemical, luminescence, HTS (AID 690); purified PLAP, luminescent substrate; higher % means a stronger effect; 96,000 tested, 0.08% active; one-dose inhibition, % at 20 µM; IC50 in µM for titrated hits; Alkaline phosphatase, placental type (Homo sapiens); in the data active = a potency from the dose series; inactive = the rest, 99 in 100 with inhibition below about 30%; note: strong numbers were not always called active
Bcl-B TR3 displacers = displacers of TR3 peptide from Bcl-B, primary screen, selectivity assay for Bfl-1 inhibitor project, biochemical, fluorescence polarization; AID 748, 2007; FP displacement of FITC-TR3 peptide from Bcl-B; higher % means a stronger effect; 96,000 tested, 0.11% active; displacement, % at 20 µM, or IC50 in µM where a hit was titrated; Bcl-2-like protein 10 (Homo sapiens);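 active = displacement above 50% at 20 µM plus a fluorescence interference ratio under 1.5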;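 note: plate controls were wells without compound for no effect and wells lacking Bcl-B protein for full effect; a part of the inactive calls stands beside numbers as strong as those of hits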
NFkB transloc pot = enhancers of NFkB p65 translocation in HUVEC – imaging, IL-1B stimulus, high-content imaging, primary screen. HUVEC IL-1B NFkB p65 nuclear translocation imaging. activation, % at 2 µM. 94,000 tested, 0.3% active;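 active = activation above 40%, about the mean plus 3 SD, also judged a hit on visual image review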;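 note: percent activation is computed from the nuclear over cytoplasmic p65 intensity ratio; values of inactives mirror those of a sister screen read the other way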
MRP reversal cytotoxicity = also measured in MRP reversal; calls as there; viability, %; H69AR cells, CellTiter-Glo, 72 h; measured here: cytotoxicity without doxorubicin
MRP reversal with doxorubicin = second read-out of MRP reversal, no call of its own (marks repeat the call); viability, %; measured here: viability with 2 uM doxorubicin; active compounds read low
NFkB transloc inh cell count 2 µM = further read-out of NFkB transloc inh, marked with its call; cell count; measured here: cells passing quality filter;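 raw number of nuclei counted in each imaged well without normalization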
NFkB transloc pot cell count 2 µM = further read-out of NFkB transloc pot, marked with its call; cell count; measured here: cells passing quality filter
Starred values were filed as active, the others as inactive; . = not tested or not shown. Only part of the results is shown, so the mix of outcomes need not match the whole.

Every second line gives: MRP reversal	MRP reversal cytotoxicity	MRP reversal with doxorubicin	NFkB transloc inh	NFkB transloc inh cell count 2 µM	PLAP inhibitors HTS	Bcl-B TR3 displacers	NFkB transloc pot	NFkB transloc pot cell count 2 µM
CC(=O)Nc1ccc(S(=O)(=O)NC(CC(=O)N(C)Cc2ccccc2)C(C)C)cc1 (configuration not stated)
 : .	.	.	-5	137	-4%	-4%	5	137
CC(Cc1cccs1)NC(=O)Nc1ccc(F)cc1 (configuration not stated)
 : 13	105	93	-6	146	26%	-4%	6	146
CCN1CCc2nc(SCC(=O)Nc3ccc(OC)cc3)c(C#N)cc2C1
 : 16	102	86	.	.	-30%	-22%	.	.
CCCCOc1ccc(OC(=O)c2cccnc2)cc1
 : .	.	.	3	109	-2%	12%	-3	109
O=C(NCc1ccc(F)cc1)C(Cc1ccccc1)NS(=O)(=O)c1cccs1 (configuration not stated)
 : 18	109	91	4	85	2%	-15%	-4	85
COc1ccc(Cc2noc(-c3ccc(OC)c(OC)c3)n2)cc1OC
 : 13	101	88	-1	170	-73%	-1%	1	170
O=C(O)[C@H]1CCCC[C@H]1C(=O)Nc1ccc(Nc2ccccc2)cc1
 : 9	93	84	-4	165	.	.	4	165
CN1CCN(Cc2nc3c(c(=O)n(C)c(=O)n3C)n2Cc2cccc3ccccc23)CC1
 : -7	82	89	-16	182	-90%	-3%	16	182
Cc1cccc(/C(N)=N/OC(=O)c2cccs2)c1
 : .	.	.	0	169	25%	-7%	0	169
Cc1ccc(C(=O)Nc2ccc(Oc3ccc(C(=O)O)c(C(=O)O)c3)cc2)cc1C
 : .	.	.	-16	179	-28%	6%	16	179
NC(=O)C1CCCN(CCc2ccccc2)C1 (configuration not stated)
 : -8	103	110	-7	157	14%	0%	7	157
COc1ccc(OC)c(-n2c(-c3cnccn3)n[nH]c2=S)c1
 : -1	82	83	-8	99	-25%	2%	7	99
CC(NC(=O)C1CCCN(S(=O)(=O)c2cccc3nonc23)C1)c1ccccc1 (configuration not stated)
 : 12	84	71	-3	125	11%	-34%	3	125
COc1cc(C(=O)O)ccc1OCC(=O)N1CCOCC1
 : 3	91	88	4	114	8%	6%	-4	114
COc1ccc(S(=O)(=O)Nc2ccc3oc(C)c(C(=O)O)c3c2)cc1
 : -2	102	104	-1	51	5%	8%	1	51
COc1ccccc1OCc1nc(C#N)c(N2CCC(C(N)=O)CC2)o1
 : 24	98	75	1	71	5%	-6%	-1	71
O=C1CCCCCN1C(=O)c1ccc(C(=O)N2CCCCCC2=O)cc1
 : -17	99	116	-8	170	-11%	9%	8	170
NS(=O)(=O)c1cc(C(=O)N2CCc3ccccc32)c(Cl)cc1Cl
 : -7	67	75	-7	77	-49%	-3%	7	77
CSc1nnc(-c2ccc(F)cc2)o1
 : 15	101	86	15	195	3%	2%	-15	195
CC(C)(C#N)Nc1ccccc1
 : .	.	.	-3	109	6%	0%	3	109
CC(=O)NC(O)C(=O)c1ccccc1 (configuration not stated)
 : .	.	.	4	97	-4%	8%	-4	97
CN(C(=O)CSc1nc(-c2ccc(F)cc2)cs1)C1CCS(=O)(=O)C1 (configuration not stated)
 : 2	99	97	8	142	13%	10%	-8	142
CCOC(=O)C1=C(c2ccccc2)N=c2s/c(=C\c3ccco3)c(=O)n2C1c1cccs1 (configuration not stated)
 : .	.	.	-3	145	.	-13%	3	145
CCOc1ccccc1NC(=O)CSc1nnc(CNC(=O)c2ccco2)o1
 : -5	91	96	-14	166	-8%	15%	14	166
CN(CC(=O)N1CCc2ccccc21)S(=O)(=O)c1ccc(Cl)cc1
 : 11	91	80	-15	152	-7%	-8%	15	152
CCOc1ccc(NC(N)=O)cc1OCC
 : .	.	.	11	119	14%	-1%	-11	119
COc1ccc(OC)c(CN2CCN(C(=O)c3cccc4ccccc34)CC2)c1
 : 5	85	80	-9	107	-77%	7%	9	107
CCOC(=O)c1nonc1NC(C)=O
 : 0	98	97	-12	123	.	.	12	123
CCOc1ccccc1-c1nn2c(Cc3ccccc3)nnc2s1
 : -17	65	83	.	.	-34%	-1%	.	.
COc1cc2c(cc1OC)C(C(=O)Nc1ccccn1)C(c1cccnc1)N(C)C2=O (configuration not stated)
 : .	.	.	10	92	2%	2%	-10	92
COc1ccc(CCNC2CC(=O)N(CCc3ccc(OC)c(OC)c3)C2=O)cc1 (configuration not stated)
 : 9	95	86	-30	172	-48%	0%	30	172
CC(C)Cc1nc2n[nH]c(N)c2c2c1COC(C)(C)C2
 : 7	83	76	-6	119	-5%	7%	6	119
COCC(=O)N(C)C1(c2nnnn2CCOC(=O)Nc2cccc3ccccc23)CCCC1
 : -7	98	105	0	80	-48%	26%	0	80
Cc1ccc(-c2nn(-c3ccccc3)cc2C2CC(c3cccs3)=NN2C(=O)CCCC(=O)O)cc1 (configuration not stated)
 : 17	104	87	-1	165	-50%	-38%	1	165
CCn1ncc(C2=NOC(C(=O)N3CCN(c4ccccc4)CC3)C2)c1C (configuration not stated)
 : 5	91	86	-8	142	-9%	-16%	8	142
O=C(CSc1nnc(-c2ccncc2)n1Cc1ccccc1)Nc1nccs1
 : -1	80	81	-3	154	-7%	-5%	3	154
CCOc1cc(C2NN=C(c3ccccc3)S2)ccc1OCc1ccc(F)cc1 (configuration not stated)
 : .	.	.	11	150	-43%	-7%	-11	150
Cc1ccc(S(=O)(=O)c2c(COC(=O)c3cccc(Cl)c3)c(-c3ccccc3)nn2C)cc1
 : 5	88	83	-8	172	0%	18%	8	172
O=[N+]([O-])c1cccnc1N1CCCCC1
 : .	.	.	8	150	3%	-1%	-8	150
Cc1ccccc1NC(=S)NC(NC(=O)COc1ccccc1)C(Cl)(Cl)Cl (configuration not stated)
 : .	.	.	4	165	2%	-16%	-4	165
N#Cc1c(N)nc(SCC(=O)OCc2ccccc2)c(C#N)c1-c1ccco1
 : -6	93	98	-11	78	24%	-6%	11	78
CCOC(=O)CC1=NS(=O)(=O)c2ccccc2N1
 : 1	92	92	.	.	3%	5%	.	.
CCOC(=O)C(C(=O)OCC)=C1OC(=O)c2ccccc21
 : -17	93	110	0	178	-5%	10%	0	178
Cc1ccc2nc(/C(C#N)=C\c3ccc([N+](=O)[O-])o3)[nH]c2c1
 : .	.	.	38*	169*	0%	132%	-37	169
CCc1ccccc1NC(=O)/C(=C/c1ccccc1)c1ccccc1
 : .	.	.	-7	127	34%	-9%	7	127
CC(C)(C)C(=O)Nc1ccc2oc(-c3cc(F)c(F)cc3Cl)nc2c1
 : -7	48	55	-3	110	20%	0%	3	110
O=C(O)c1ccccc1NS(=O)(=O)c1ccccc1C(F)(F)F
 : 28	98	69	0	108	-31%	11%	0	108
CN(C(=O)c1cccc(C#N)c1)c1nnc(C2CCOC2)s1 (configuration not stated)
 : -2	104	106	-11	99	-15%	-4%	11	99
CC(=O)c1ccc(NC(=O)C(Cc2ccccc2)NC(=O)c2ccco2)cc1 (configuration not stated)
 : -4	86	90	-18	132	4%	-8%	18	132
CN(C(=O)COC(=O)c1ccc2c(c1)NC(=O)CS2)C1CCS(=O)(=O)C1 (configuration not stated)
 : .	.	.	-9	130	8%	3%	9	130
O=C(NCC(=O)N(CC1CCCO1)C(C(=O)NC1CCCC1)c1cccnc1)c1ccco1 (configuration not stated)
 : 8	94	87	-4	188	6%	2%	4	188
CC(C)Cn1c2c(c(O)c(C(=O)Nc3ccc(F)cc3)c1=O)CCCC2
 : -9	85	94	2	135	-11%	1%	-2	135
Cc1ccc(CNc2ncnc3c2cnn3-c2ccccc2)cc1
 : -10	63	73	5	164	6%	2%	-5	164
Brc1ccc(CN2CCSCC2)cc1
 : 4	87	83	.	.	-8%	10%	.	.
CCc1ccc(NC(=O)c2cc(-c3ccco3)on2)cc1
 : -9	100	109	8	146	.	.	-8	146
CC(=O)CSc1nnc(Cc2ccc([N+](=O)[O-])cc2)o1
 : .	.	.	-7	139	0%	2%	7	139
Cn1nnnc1SCc1nnc(-c2ccccc2Br)o1
 : -4	81	85	-7	157	-2%	-5%	7	157
C=CCNc1cnn(CC(C)=O)c(=O)c1Br
 : .	.	.	-2	118	8%	-4%	3	118
Cc1[nH]c2ccccc2c1C1(O)C(=O)N(Cc2ccc3c(c2)OCO3)c2ccccc21 (configuration not stated)
 : -14	14	27	0	101	-32%	10%	0	101
CC1CCN(CCc2nc3cc(NS(=O)(=O)c4ccccc4)ccc3n2C)CC1
 : 11	82	71	-7	129	-33%	-1%	7	129

Profiles, looked up by structure. Order of screens: MRP reversal, MRP reversal cytotoxicity, MRP reversal with doxorubicin, NFkB transloc inh, NFkB transloc inh cell count 2 µM, PLAP inhibitors HTS, Bcl-B TR3 displacers, NFkB transloc pot, NFkB transloc pot cell count 2 µM
N#Cc1c(N)nc(SCC(=O)OCc2ccccc2)c(C#N)c1-c1ccco1 reads -6, 93, 98, -11, 78, 24%, -6%, 11, 78
CCOC(=O)C(C(=O)OCC)=C1OC(=O)c2ccccc21 reads -17, 93, 110, 0, 178, -5%, 10%, 0, 178

Going on with the list:
Every second line gives: MRP reversal	MRP reversal cytotoxicity	MRP reversal with doxorubicin	NFkB transloc inh	NFkB transloc inh cell count 2 µM	PLAP inhibitors HTS	Bcl-B TR3 displacers	NFkB transloc pot	NFkB transloc pot cell count 2 µM
Cc1cc(Nc2cccc([N+](=O)[O-])c2)n2c(nc3ccccc32)c1C#N
 : .	.	.	-20	122	11%	11%	20	122
CC(=O)N1CCN(S(=O)(=O)c2cccc(C(=O)Nc3nc4c(s3)CCCC4)c2)CC1
 : -2	73	75	-11	158	-59%	11%	11	158
N#CCCCSC1=C(C#N)C(c2ccccc2Cl)CC(=O)N1 (configuration not stated)
 : 9	84	75	.	.	-3%	-1%	.	.
CCOc1ccc(NC(=O)c2cccc(-n3cnnn3)c2)cc1
 : 13	91	78	-14	148	10%	-10%	14	148
CN1C2C=C3C(C#N)=C(N)C(C#N)(C#N)[C@@H](c4ccc(Cl)cc4)[C@@H]3C1CC2 (some centres not stated)
 : .	.	.	-14	111	-39%	18%	14	111
O=C(NCc1ccc2c(c1)OCO2)c1cc(S(=O)(=O)N2CCCCC2)ccc1F
 : 4	95	91	.	.	-1%	-6%	.	.
CC(C)c1ccc(-c2nn[nH]n2)cc1
 : 2	99	96	1	133	-2%	-2%	-1	133
FC(F)(F)c1nc2ccccc2n2c(-c3c(Cl)cccc3Cl)nnc12
 : .	.	.	-20	114	7%	0%	20	114

Taken from above.
For NFkB transloc pot cell count 2 µM, CCOc1ccc(NC(=O)c2cccc(-n3cnnn3)c2)cc1 reads 148
For NFkB transloc inh, Cc1cc(Nc2cccc([N+](=O)[O-])c2)n2c(nc3ccccc32)c1C#N reads -20

Source: PubChem (several laboratories)
